M. tuberculosis HTS: M. tuberculosis growth inhibition, HTS (AID 449762); 0.59% of 330,000 active; M. tuberculosis H37Rv growth inhibition, 7H9 media; higher % means a stronger effect; inhibition, % at 25 µM, or IC50 in µM where a hit was titrated; in the data active = a potency from the dose series; inconclusive = inhibition above about 70% without an active follow-up result;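 note: bacterial growth assessed after seven days of incubation; strong numbers were not always called active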
Salmonella PhoP GFP: PhoP regulon inhibitors, Salmonella typhi PhoP promoter GFP reporter, confirmatory (AID 1850). Salmonella Typhi PhoP-promoter GFP reporter, fluorescence, 4 h; higher % means a stronger effect. one-dose inhibition, % at 50 µM; IC50 in µM for titrated hits. 0.33% of 310,000 active; in the data active = a potency from the dose series; inconclusive = inhibition mostly from about 25% at the one dose, without a potency; inactive = the rest, 99 in 100 with inhibition below about 19%;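 note: 0% = induced wells with vehicle and 100% = uninduced wells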
tuberculosis growth: growth inhibition of non-replicating M. tuberculosis (AID 488890); 0.39% of 320,000 active; Mycobacterium tuberculosis non-replicating, growth inhibition; higher % means a stronger effect; inhibition, % at 25 µM; hits with a dose series show IC50 in µM; in the data active = a potency from the dose series; inconclusive = inhibition mostly from about 82% at the one dose, without a potency; inactive = the rest, 99 in 100 with inhibition below about 76%;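 note: plate controls were DMSO cells for no effect and high antibiotic wells for full effect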
H1N1 NS1A inhibition: H1N1 influenza NS1A inhibitors, functional cell based assay (AID 504329) | inhibition, % at 12.5 µM, or IC50 in µM where a hit was titrated | NS1A functional cell-based assay, percent inhibition; higher % means a stronger effect | 0.3% of 340,000 active; in the data active = a potency from the dose series; inconclusive = inhibition above about 27% without an active follow-up result; note: strong numbers were not always called active
VEEV TC-83 Vero: inhibitors of VEEV TC-83 cytopathic effect, confirmation, Vero cells (AID 588727) | 0.13% of 350,000 active | inhibition, % at 20 µM, or IC50 in µM where a hit was titrated | Vero cells, VEEV TC-83 cytopathic effect inhibition; higher % means a stronger effect; in the data active = a potency from the dose series; inconclusive = inhibition mostly from about 14% at the one dose, without a potency; inactive = the rest, 99 in 100 with inhibition below about 12%; note: strong numbers were not always called active
VEEV TC-83 Vero 10K pilot screen: second read-out of VEEV TC-83 Vero, no call of its own (marks repeat the call); inhibition, %; measured here: 10K pilot screen inhibition
An asterisk follows results filed as active; i = inactive; ? = inconclusive; . = no result given.

SMILES	M. tuberculosis HTS	Salmonella PhoP GFP	tuberculosis growth	H1N1 NS1A inhibition	VEEV TC-83 Vero	others
CC(C)(C)C(=O)N1CCN(c2nc3ccccc3s2)CC1	7.2%	10.6%	8.5%	0.3%	4.2%
CC(=O)Nc1ccc(NC(=O)c2cc(-c3ccc(C)cc3O)n[nH]2)cc1	4.0%	-5.9%	-12.0%	20.3%	2.3%
CSc1nc(N)n2nc(-c3ccccc3)cc2n1	-5.8%	-3.8%	-21.6%	.	7.8%
Cc1ccc(NC(=O)Cn2cc(C(F)(F)F)cc(Cl)c2=O)cc1Cl	-0.6%	-5.0%	2.3%	-12.7%	1.7%
Cc1c(NC(=O)C2CCCN2S(=O)(=O)c2ccc(Cl)cc2)c(=O)n(-c2ccccc2)n1C (centres undefined)	-6.2%	4.3%	10.4%	-0.7%	i
CC(C)(C)c1cc(CCC(=O)NCc2ccccn2)cc(C(C)(C)C)c1O	0.3%	-8.7%	-1.9%	2.9%	4.9%
CNC(=O)Nc1cccc(-c2ccnc(C)n2)c1	1.4%	-4.8%	4.8%	-3.0%	i
Cc1cc(C(=O)Nc2sc(C)c(-c3ccc(F)cc3)c2C(N)=O)no1	-9.7%	2.6%	9.5%	13.8%	3.0%
Cc1c(C(=O)N/N=C/c2cccs2)nc2ccccn12	16.8%	-0.3%	-33.2%	-5.2%	0.9%
Cc1ccc(C)c(/C=C(\C(=O)O)c2ccc(S(=O)(=O)N3CCCCC3)s2)c1	1.3%	8.8%	18.6%	-7.2%	i

Brought forward from above: 4 compounds, then new ones.
SMILES	M. tuberculosis HTS	Salmonella PhoP GFP	tuberculosis growth	H1N1 NS1A inhibition	VEEV TC-83 Vero	others
CNC(=O)Nc1cccc(-c2ccnc(C)n2)c1	1.4%	-4.8%	4.8%	-3.0%	i
Cc1cc(C(=O)Nc2sc(C)c(-c3ccc(F)cc3)c2C(N)=O)no1	-9.7%	2.6%	9.5%	13.8%	3.0%
Cc1c(C(=O)N/N=C/c2cccs2)nc2ccccn12	16.8%	-0.3%	-33.2%	-5.2%	0.9%
Cc1ccc(C)c(/C=C(\C(=O)O)c2ccc(S(=O)(=O)N3CCCCC3)s2)c1	1.3%	8.8%	18.6%	-7.2%	i
C/C=C/c1ccc(OC(C)=O)c(OC)c1	-1.5%	4.9%	-11.2%	-20.5%	1.5%
Cc1ccc2c(c1)-c1c(cnn1CC(=O)Nc1ccccc1N1CCN(C)CC1)CO2	-10.6%	-2.4%	21.6%	29.3%	6.9%
COc1ccc(O)c(/C=N/NC(=O)c2ccc(OCc3cccc(Br)c3)cc2)c1	-0.1%	17.4%	1.9%	3.8%	12.3%
COc1ccc2[nH]c(C)c(CCN3C(=O)C4C5C=CC(C5)C4C3=O)c2c1 (centres undefined)	-9.6%	0.6%	-9.5%	2.9%	2.9%
O=C(CCCn1c(SCC(=O)c2ccc(F)cc2)nc2ccccc2c1=O)NCc1ccccc1	-4.7%	-16.6%	-5.7%	1.8%	i
CN(C1CCCCC1)S(=O)(=O)c1ccc2[nH]c(=O)oc2c1	-3.0%	4.4%	6.7%	6.5%	7.8%
C=CCN(CC=C)S(=O)(=O)c1ccc(C(=O)Nc2nnc(CSC)o2)cc1	-3.4%	-2.3%	45.0%	6.4%	6.4%
CCCc1cc(-c2n[nH]c(=S)n2-c2cccc(C)c2)cs1	-1.1%	-10.4%	-7.8%	2.8%	5.2%
Cc1ccc(-c2nc3[nH]c(=O)cc(NC(=O)c4cccs4)n3n2)cc1	?	1.9%	24.9%	-26.9%	7.0%
COc1cc2c(cc1NC(=O)CSc1nnc(Cc3cccs3)n1C)oc1ccccc12	?	-1.4%	74.8%	16.4%	5.3%

Quoted at random: four compounds from above
SMILES	M. tuberculosis HTS	Salmonella PhoP GFP	tuberculosis growth	H1N1 NS1A inhibition	VEEV TC-83 Vero	others
COc1ccc2[nH]c(C)c(CCN3C(=O)C4C5C=CC(C5)C4C3=O)c2c1 (centres undefined)	-9.6%	0.6%	-9.5%	2.9%	2.9%
Cc1ccc(-c2nc3[nH]c(=O)cc(NC(=O)c4cccs4)n3n2)cc1	?	1.9%	24.9%	-26.9%	7.0%
CCCc1cc(-c2n[nH]c(=S)n2-c2cccc(C)c2)cs1	-1.1%	-10.4%	-7.8%	2.8%	5.2%
O=C(CCCn1c(SCC(=O)c2ccc(F)cc2)nc2ccccc2c1=O)NCc1ccccc1	-4.7%	-16.6%	-5.7%	1.8%	i

Further records.
SMILES	M. tuberculosis HTS	Salmonella PhoP GFP	tuberculosis growth	H1N1 NS1A inhibition	VEEV TC-83 Vero	others
COc1cccc(-c2nn(C)c3sc(C(=O)Nc4ccc5c(c4)OCCO5)cc23)c1	3.0%	-5.9%	-2.7%	11.4%	10.8%
CCC(Oc1ccc(Br)cc1)C(=O)N1CCN(c2ncccn2)CC1 (centres undefined)	4.3%	-10.2%	8.3%	-8.7%	6.0%
CCOc1ccc(C(=O)NC(=S)Nc2cc(C)ccn2)cc1[N+](=O)[O-]	1.3%	-1.4%	3.4%	2.8%	1.0%
CN(C)C(C)(C)C#CC(O)(c1ccccc1)c1ccccc1	-6.1%	4.0%	9.5%	-7.0%	1.9%
CCOc1ccc(CCN2C(=S)N([C@@H](CC(C)C)CN3CCCC3CN3C(=S)NC[C@@H]3Cc3ccc(O)cc3)C[C@@H]2Cc2ccc(O)cc2)cc1 (some centres undefined)	.	.	.	-16.5%	3.4%
Cc1cc([N+](=O)[O-])nn1CCCC(=O)Nc1cc(Cl)ccc1Cl	-1.0%	2.6%	8.4%	-14.3%	i
Cc1nn(C)c(C(=O)Nc2cccc(CN3CCOCC3)c2)c1Br	-14.9%	-3.1%	-7.8%	-1.7%	1.3%
Clc1cc2nc[nH]c2cc1Cl	2.1%	10.6%	6.5%	3.5%	i
COc1ccc(/C=C/c2nc(C)c(-c3ccccc3)c(=O)[nH]2)cc1OC	1.1%	-8.5%	14.5%	2.3%	1.7%
CN1CCN(c2ccc(NC(=O)c3ccc4c(c3)[nH]c(=O)n4Cc3ccc(F)cc3)cc2)CC1	-4.2%	-5.3%	11.4%	9.1%	12.5%
Cc1nc(N2CCN(C(=O)c3ccco3)CC2)[nH]c(=O)c1C	-2.3%	0.4%	-12.5%	0.4%	i
CC(C)OP(=O)(OC(C)C)C1(O)C(=O)Nc2ccccc21 (centres undefined)	7.5%	6.3%	0.9%	-6.3%	0.9%
CCCn1c(SC2C(=O)CC(C)(C)CC2=O)nc2c1c(=O)n(C)c(=O)n2C	1.1%	-14.7%	-7.2%	-5.2%	0.2%
CCOc1ccc(OCC)c(NC(=O)CCCN2C(=O)c3cccnc3C2=O)c1	-3.2%	-14.0%	-9.4%	-6.8%	0.1%
Cc1ccccc1NC(=O)Cn1c(CCC(=O)O)ccc1-c1cccs1	4.3%	3.1%	13.9%	-4.2%	0.3%
O=C(Nc1ccc2c(c1)OCO2)c1noc2c1CCCCC2	2.0%	-8.7%	7.0%	2.0%	0.7%
O=C(Nc1ccccc1)N1CCCC(c2nc(-c3cccs3)no2)C1 (centres undefined)	-4.3%	-13.0%	4.0%	-1.8%	i
Cc1ccc(O)c(N=Nc2nccs2)c1	?	.	-9.7%	26.6%	0.2%
CC1CC(C)CN(S(=O)(=O)c2ccc(NC(=O)[C@@H]3CCCN3C(=O)c3cccs3)cc2)C1 (some centres undefined)	-8.6%	.	39.1%	-11.0%	1.1%
COc1ccc(C(=O)NC2CC2)cc1OC1CCN(Cc2ccc(F)cc2F)CC1	-1.3%	-2.1%	1.8%	-6.6%	4.0%

Of the compounds above, these contain a nitro group on carbon:
SMILES	M. tuberculosis HTS	Salmonella PhoP GFP	tuberculosis growth	H1N1 NS1A inhibition	VEEV TC-83 Vero	others
CCOc1ccc(C(=O)NC(=S)Nc2cc(C)ccn2)cc1[N+](=O)[O-]	1.3%	-1.4%	3.4%	2.8%	1.0%
Cc1cc([N+](=O)[O-])nn1CCCC(=O)Nc1cc(Cl)ccc1Cl	-1.0%	2.6%	8.4%	-14.3%	i

Following part.
SMILES	M. tuberculosis HTS	Salmonella PhoP GFP	tuberculosis growth	H1N1 NS1A inhibition	VEEV TC-83 Vero	others
CC(C)(CO)NS(=O)(=O)c1ccc2c(c1)Cc1cc(S(=O)(=O)NC(C)(C)CO)ccc1-2	-4.2%	-1.5%	-17.3%	-3.8%	0.9%
Cc1ccc(NC(=O)c2ccc(OC(=O)c3cc4ccccc4o3)cc2)cc1	?	3.1%	?	-2.5%	1.5%
CC(C)CC(=O)NCCc1ccncc1	-13.8%	-6.8%	-3.7%	-9.4%	i
Cc1ccc(Nc2nnc(SCC(=O)NC3CCCc4ccccc43)s2)cc1 (centres undefined)	-10.5%	-6.7%	-4.2%	-7.2%	2.7%
O=C(C1=C[C@@H](c2csc3ccccc23)C[C@@H](OCc2ccc(CO)cc2)O1)N1CCOCC1	9.2%	-9.6%	48.1%	-5.1%	6.2%
COc1ccc(/C=N/NC(=O)c2cccc(OC(F)(F)C(F)F)c2)c(OC)c1OC	-7.1%	-3.9%	7.6%	-2.2%	3.2%
O=C(c1cccc(N2CCCC2=O)c1)N1CCOCC1	-4.9%	-0.6%	-17.1%	-7.2%	1.2%
O=C(CSc1nc(Nc2ccccc2)nc(N2CCOCC2)n1)NC1CCCCC1	-0.2%	-0.8%	0.5%	17.3%	8.2%
C=C(C)CN(CC)C(=O)CCc1nnc(CCCc2ccccc2)o1	-0.5%	-2.0%	-8.8%	0.7%	1.5%	VEEV TC-83 Vero 10K pilot screen=0.0
Cc1ccc(S(=O)(=O)Nc2cc(=O)[nH]c(SCC(=O)Nc3ccccc3Cl)n2)cc1	.	.	.	-4.4%	6.2%
CC(C)(C)OC(=O)NCCNC(=O)c1cccs1	-1.5%	2.5%	3.0%	-2.3%	0.9%
O=c1[nH]c2cc3c(cc2cc1C(c1nnnn1C1CCCCC1)N1CCSCC1)OCCO3 (centres undefined)	-2.5%	-11.0%	18.5%	-1.2%	2.7%
O=C1Nc2ccc(Cl)cc2C12Nc1ccccc1-c1nnc(SCc3ccccc3F)nc1O2 (centres undefined)	1.3%	-7.7%	0.4%	-6.2%	0.2%	VEEV TC-83 Vero 10K pilot screen=2.3
COc1ccc(OC)c(NC(=O)CSc2nncc(=O)n2N)c1	-3.1%	0.2%	-11.8%	6.1%	i
O=C(N/N=C/c1ccco1)c1ccn[nH]1	-2.8%	13.3%	-11.0%	-11.8%	i
CC(=O)N(CCC(c1ccccc1)c1ccco1)Cc1cccs1 (centres undefined)	-3.9%	8.6%	8.7%	2.6%	0.7%
CCOC(=O)Cn1c(=NC(=O)c2sc3ccccc3c2Cl)sc2cc(S(N)(=O)=O)ccc21	5.3%	-2.6%	2.0%	-2.5%	i
CCNc1nc(SCCOc2ccccc2)nc(N(C)C)n1	4.4%	2.4%	14.2%	24.1%	0.8%
COc1ccc(S(=O)(=O)NCc2ccc3c(c2)cc(C)n3C)cc1	-5.3%	0.4%	i	66.3µM*	0.6%
COCCNCc1ccccc1	-7.0%	8.0%	-0.3%	-7.1%	1.2%
CC1CCCN(CCC(=O)Nc2ccc(F)c(F)c2)C1 (centres undefined)	-2.1%	3.7%	17.2%	-7.5%	1.9%
Cc1ccc(NC(=O)c2oc3ccc(Br)cc3c2C)cc1S(=O)(=O)N1CCOCC1	.	.	.	-2.1%	i
COc1ccc(C(=O)Nc2ccc(Cl)cn2)cc1S(=O)(=O)N1CCCC1	-1.5%	.	35.2%	-6.0%	i
CCC1(C)NC(=O)N(CC(=O)N2CCN(c3cccc(Cl)c3)CC2)C1=O (centres undefined)	-5.7%	.	20.4%	-12.3%	0.3%
O=C(c1ccco1)N1CCN(c2nc(C(F)(F)F)nc3c2nnn3Cc2ccccc2)CC1	8.1%	-4.4%	24.4%	2.0%	7.1%
